High-throughput results from PubChem BioAssay.
KCNH2 3.1 block: inhibitors of human KCNH2 3.1 potassium channel isoform | AID 720553 | U2OS KCNH2 3.1, thallium flux FluxOr; stronger effect = lower value | activity change, % (tested at about 1.8 µM) | hit rate 0.95% among 340,000;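 active means maximum activity change below -70%; inconclusive means maximum activity change from -70% to -50%; inactive means maximum activity change above -50%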;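 further: thallium influx rate constant from kinetic fluorescence after stimulation buffer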
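FluxOr-based Tl+ influx in U2OS cells transduced with KCNH2 3.1 virus; rate constants normalized to DMSO controls.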
Coupling enz: counter-screen for Giardia aldolase inhibitors: coupling enzyme system | coupling enzyme system counterscreen, AmpLite Red fluorescence | activity change, negative = inhibition, % at 58.2 µM, hits read low | hit rate 0.67% among 290,000; in the data active means activity change below about -30%
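Activity here indicates interference with the coupling reaction, not aldolase inhibition. Compounds at 57.5 uM final met coupling enzymes for 10 min at RT; substrate and AmpLite Red detection followed, with a 525/598 nm fluorescence read after 20 min.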
KCNH2 WT inh: inhibitors of human wildtype KCNH2 potassium channel; hit rate 0.37% among 340,000; Q12809; U2OS, BacMam KCNH2, thallium flux FluxOr; stronger effect = lower value; activity change, % at 1.84 µM;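 active means maximum activity change below -70%; inconclusive means maximum activity change between -70% and -50%; inactive means maximum activity change above -50%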
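U2OS cells were transduced with wild-type KCNH2 virus (2.03 x 10^8 / mL) for 4 h at room temperature, then cultured overnight at 37 C. Thallium flux was read with FluxOr dye. Rate constants were normalized to DMSO controls.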
GALK inh: blocks human galactokinase activity | Purified GALK, Kinase-Glo residual ATP luminescence | Potency, µM (titrated, usually from 57.5 µM), without a hit: top-dose activity change, negative = inhibition, usual class: inhibitors | hit rate 0.007% among 270,000 | AID 1868; further: potency means the concentration at half of the fitted maximal effect
Target sequence (P51570 whole entry, looked up): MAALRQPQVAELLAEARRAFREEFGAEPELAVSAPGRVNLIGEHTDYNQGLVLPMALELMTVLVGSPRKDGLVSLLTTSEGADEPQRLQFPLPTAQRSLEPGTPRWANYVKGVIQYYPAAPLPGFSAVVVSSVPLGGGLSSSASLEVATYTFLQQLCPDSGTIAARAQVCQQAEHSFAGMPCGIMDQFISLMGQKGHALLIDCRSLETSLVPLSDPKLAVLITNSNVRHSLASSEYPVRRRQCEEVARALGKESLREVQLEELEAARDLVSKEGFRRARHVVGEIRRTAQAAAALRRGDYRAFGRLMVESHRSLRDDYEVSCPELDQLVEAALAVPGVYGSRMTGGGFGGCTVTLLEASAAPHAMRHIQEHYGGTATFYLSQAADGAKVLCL
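The enzyme phosphorylates galactose (100 uM) using ATP (35 uM); inhibition is detected as higher residual ATP, quantified by bioluminescence after 1 h reaction at room temperature, pH 8.0.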
Chronic BCR inh: blocks chronic active B-cell receptor signaling; ABC-DLBCL IkBa-CBG/CBR reporter, luminescence ratio, 4 h; hit rate 0.05% among 340,000; Potency, µM (top dose mostly 46.1 µM), without a hit: top-dose ratio change, negative = lower green/red ratio, most hits filed as inhibitors; active means well fitted inhibition curve with a large enough effect in the signal ratio, with a control signal flat, not every such curve was filed as active; inconclusive means small, poorly fitted or top-dose-only effect, or effect the other way, or a change in a side signal; the % refers to the signal ratio;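 further: potency means the concentration at half of the fitted maximal effect; plate controls were basal doxycycline-induced cells for no effect and cells given 10 µM MG132 for full effect; MG132 reads +100%, hits lower the ratio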
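Concentration-response series (up to 46 uM) were applied to TMD8 dual-reporter cells for 4 h at 37C with doxycycline. Green/red ratio, after filter-overlap correction, defined %Activity; red signal alone was normalised to basal cells and zero luminescence.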
PKM2 activator: increases activity of human pyruvate kinase M2; hit rate 0.34% among 260,000; P14618; Potency, µM (series often up to 57.5 µM), for the others: top-dose activation, most hits filed as activators; purified PKM2, Kinase-Glo ATP luminescence, activation; response scale: 0% is enzyme alone, no compound; further: potency means the concentration at half of the fitted maximal effect; nearly all actives have a fitted effect of over 55% in size
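Purified hPK-M2 (>95% pure) converted ADP (0.1 mM final) to ATP with 0.5 mM PEP in 50 mM imidazole pH7.2, KCl, MgCl2, Tween 20, BSA; 1 h at room temperature. ATP detected by Kinase-Glo luminescence.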
Eya2 inh: blocks the phosphatase activity of human Eya2 | recombinant Eya2, OMFP fluorescence dephosphorylation (OMFP is methylfluorescein phosphate) | Potency, µM (doses to about 76.9 µM), inactives show top-dose activity, negative = inhibition, actives largely listed as inhibitors | O00167 | hit rate 0.006% among 330,000; further: potency means the concentration at half of the fitted maximal effect
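Eya2 (0.2 uM) preincubated 10 min at ambient with compound, then OMFP substrate added at 50 uM; 10 min reaction in 50 mM HEPES pH 7.5, 50 mM NaCl, 5 uM MgCl2, 0.05% BSA, 1 mM DTT. Fluorescence read at Ex 485/Em 525 nm.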
Giardia killer: Giardia lamblia killing; Giardia lamblia trophozoite viability; activity change, % at 7.66 µM, hits read low; hit rate 0.15% among 340,000; in the data active means activity change below about -80%; inconclusive means between about -30% and that limit;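 further: parasites exposed to compound for two days anaerobically before the ATP read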
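ATP-content bioluminescence gauges trophozoite survival. Cells (100/well) receive compound and incubate anaerobically for 48 hrs at 37 deg C; detection reagent follows for 15-30 min at room temperature.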
uPA surface inh: blocks generation of uPA at the cell surface; cell surface uPA generation assay, qHTS; Potency, µM (doses to about 38.3 µM), for inactives: at the top dose activity change, negative = inhibition, hits mostly inhibitors; hit rate 0.31% among 330,000; AID 540303; active means well fitted inhibition curve with a large enough effect; inconclusive means small, poorly fitted or top-dose-only effect; inactive means no such curve, though single readings can be large or run the other way; tested in mouse RAW 264.7 cells; further: potency means the concentration at half of the fitted maximal effect; nearly all actives have a fitted effect of over 55% in size
B2AR arrestin: beta2AR (human) beta-arrestin recruitment activity; P07550; beta-arrestin recruitment to beta2AR, cell-based reporter; Potency, µM (highest dose often 46.1 µM), for the others: at the top dose activation, usual class: activators; hit rate 0.02% among 330,000; AID 492947;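 further: potency means the concentration at half of the fitted maximal effect; 0% = DMSO controls and full agonism = EC100 isoproterenol or metaproterenol; nearly all actives have a fitted effect of over 65% in size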
Target sequence (P07550 whole entry, looked up): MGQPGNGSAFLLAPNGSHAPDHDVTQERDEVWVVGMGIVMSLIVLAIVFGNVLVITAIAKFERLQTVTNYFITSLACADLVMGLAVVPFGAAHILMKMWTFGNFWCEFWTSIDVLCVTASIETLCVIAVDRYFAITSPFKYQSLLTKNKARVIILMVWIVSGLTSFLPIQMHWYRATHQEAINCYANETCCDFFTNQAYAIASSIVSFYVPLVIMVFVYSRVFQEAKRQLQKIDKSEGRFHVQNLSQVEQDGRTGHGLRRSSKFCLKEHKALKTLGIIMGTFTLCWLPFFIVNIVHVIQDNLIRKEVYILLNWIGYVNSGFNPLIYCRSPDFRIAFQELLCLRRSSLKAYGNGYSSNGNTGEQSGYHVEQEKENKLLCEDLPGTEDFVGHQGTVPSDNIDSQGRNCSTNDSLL
USP2a inh: inhibitors of human ubiquitin-specific protease USP2a | O75604 | USP2 core, Ub-CHOP2 coupled fluorogenic reporter, 485/531 | Potency, µM (series often up to 38.3 µM), for inactives: top-dose activity change, negative = inhibition, most hits filed as inhibitors | hit rate 0.01% among 330,000 | AID 463254;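 further: potency means the concentration at half of the fitted maximal effect; plate controls were DMSO wells for no effect and full inhibition by NEM control for full effect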
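USP2 core (10nM final) preincubated 30min RT with compound in 20mM Tris-HCl pH 8.0, 2mM CaCl2, 2mM beta-mercaptoethanol, 0.05% CHAPS; 25nM Ub-CHOP2 plus 25nM reporter substrate added, fluorescence (Ex485/Em531) read after 60min.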
Active calls of the source: *; ? = inconclusive; . = not tested or not shown; & = joins results of further samples; [ ] = remark or other dose. Unless noted, the call rests on the fitted dose curve; in most records, active means well fitted curve in the direction sought with a large enough effect; inconclusive means small, poorly fitted or top-dose-only effect, or another doubt; inactive means no such curve, though single readings can be large; an effect the other way counts as inactive or inconclusive. Unless noted, on the % scale 0 is the no-effect control and ±100 the full control effect.

SMILES	KCNH2 3.1 block	Coupling enz	KCNH2 WT inh	GALK inh	Chronic BCR inh	PKM2 activator	Eya2 inh	Giardia killer	uPA surface inh	B2AR arrestin	USP2a inh
Cc1cc(NC(=O)CSc2nc(C3CC3)nc3sc(C)c(C)c23)no1	7	-2	6	0%	?	-1%	14%	14	-14%	-0.1%	-1%
COc1cc(O)c(C(CCN2CCCC(C)C2)c2ccc3c(c2)OCO3)c(OC)c1 (configuration not stated)	?	-10&0	?	0%	-13%	-10%	-12%	1&-21	0%	-0.5%	-6%
Cc1cc(C)c2c(c1)C(=O)/C(=C/c1ccc(C(=O)O)cc1)CC2	5	15	4	15%	?	1%	-3%	-9	-4%	0.2%	3%
CCOc1cc(/C=C2\C(=O)N(c3cccc(C(=O)O)c3)N=C2C(F)(F)F)ccc1OCC(=O)Nc1ccccc1OC	.	.	.	-27%	1%	3%	1%	.	.	-0.5%	-12%
COC(=O)Cn1cc([N+](=O)[O-])nc1C	15	3	.	0%	8%	2%	15%	9	-7%	-0.1%	0%
COc1ccccc1NC(=O)c1ccc(S(=O)(=O)N(C)c2ccccc2)cc1	4	.	-17	.	5%	.	13%	47[activator]	2%	0.9%	-1%
CC(C)CNc1nc(Oc2ccc(=O)[nH]n2)nc(N2CCOCC2)n1	-4	-2	-13	-1%	?	-16%	5%	6	0%	-0.2%	3%
CCn1c(=S)[nH]c2cc(C(=O)O)ccc21	.	-3	.	-2%	-1%	-11%	?	.	.	0.2%	-3%
O=C(NCCCN1CCCC1=O)c1ccc(NS(=O)(=O)c2ccc(F)cc2)cc1	22	.	3	.	8%	.	11%	7	3%	0.0%	5%
COc1ccc(/C=C2/C(=O)N=C3SCCN32)cc1	-3	0	4	-3%	-2%	5%	-30%	8	-1%	0.4%	0%
Cc1ccc2nc(SCC(=O)Nc3ccc(C)c([N+](=O)[O-])c3)[nH]c2c1	2	-6	7	1%	?	13%	-8%	-5	0%	-0.5%	3%
Cc1cc(C(=O)N2CCCC(N3CCN(c4cccc(Cl)c4)CC3)C2)no1 (configuration not stated)	13	.	17	-4%	0%	-3%	-2%	6	12%	-0.3%	1%
COc1ccc(S(=O)(=O)Nc2ccc(NC(C)=O)cc2)cc1[N+](=O)[O-]	8	3	12	0%	0%	0%	6%	1	6%	-0.4%	3%
Cc1cc(C)c(S(=O)(=O)N2CCN(c3nc4c(c(=O)n(C)c(=O)n4C)n3C)CC2)c(C)c1	.	0	.	5%	-1%	-12%	-3%	.	.	0.1%	2%
Cc1nonc1OCCn1c([N+](=O)[O-])cnc1C	20	1	-5	1%	3%	14%	-17%	?	7%	-0.2%	1%
CC(C)N1C(=O)CC(Nc2ccc(N3CCOCC3)cc2)C1=O (configuration not stated)	-6	0	10	0%	18%	-2%	2%	8	-1%	0.1%	0%
O=C(Nc1ccccc1)/C(=C/c1ccc([N+](=O)[O-])cc1)NC(=O)c1ccco1	-24	1	23	6%	0%	-1%	0%	-13	2%	-0.3%	4%
O=C(CN1CCOCC1)N/N=C/c1c(O)ccc2ccccc12	-14	-4	4	3%	2%	-9%	11%	15	-8%	0.4%	0%
COc1ccccc1CNC(=O)COc1cccc(-n2cnnn2)c1	4	.	-7	.	-9%	.	2%	-1	0%	-0.4%	1%
Cc1ccc(C)c(N2CCN(S(=O)(=O)c3ccc4c(c3)CCN4C(=O)CCC(=O)O)CC2)c1	-4	13	5	0%	0%	-15%	39%	-5	4%	0.1%	2%
Cc1nc(SCc2ccc(C(=O)O)cc2)c2c(C)c(C)sc2n1	0	16	-2	-6%	?	5%	12%	16	0%	-0.5%	-1%
Cc1nc(CS(=O)(=O)c2ccc(Cl)cc2)cc(N2CCOCC2)n1	5	1	-3	0%	-9%	-11%	5%	-20	2%	0.5%	3%
CCCCOc1ccc(C(=O)N(C)CC(=O)Nc2ccc(C)cc2)cc1	-9	3	-6	-1%	0%	.	-11%	1	2%	-0.6%	2%
CCN1CCN(C(c2cccs2)C(C)NC(=O)c2cccc(OC)c2OC)CC1 (configuration not stated)	-1	-1	-2	-1%	0%	-2%	-24%	3	.	-0.1%	1%
O=C(Oc1ccc(-c2ccccc2)cc1)N1CCCCC1	-34	0	-7	1%	.	1%	.	6	-1%	.	.
N/C(COc1ccc(C(=O)O)cc1)=N\O	-11	-1	-20	-1%	2%	-2%	16%	-9	1%	-0.2%	0%
Cc1cc(OCCN2CCOCC2)ccc1[N+](=O)[O-]	-12	1	0	0%	4%	-11%	2%	-5	1%	0.0%	5%
COc1ccc(CN2CCN(CCc3ccccc3)C(CCO)C2)cc1Cn1cncn1 (configuration not stated)	.	0	33	1%	?	-5%	-5%	15	2%	0.1%	-1%
CSCCC(NC(=O)COc1ccccc1)C(=O)OCCOc1ccc(F)cc1 (configuration not stated)	-12	.	23	.	1%	.	-17%	-9	-1%	-0.3%	0%
Cc1noc(C)c1S(=O)(=O)N(C)CC(=O)NCc1ccccc1	10	1	-13	-1%	0%	-2%	5%	1	4%	-0.3%	-4%
Cc1cccc(Cc2c(C)[nH]c(=O)c(C#N)c2C)c1	-10	-1	6	0%	-3%	11%	-14%	-15	13%	0.2%	1%
CC(C(=O)N1CCc2ccccc21)N(C)CC(=O)Nc1ccc(F)cc1 (configuration not stated)	-4	.	-7	.	?	.	11%	-16	-19%	-0.6%	2%
O=C(c1ccc([N+](=O)[O-])cc1)N1CCN(C(=O)c2cccnc2)CC1	0	1	6	0%	0%	0%	4%	16	-1%	0.1%	1%
O=C(Cn1ncn2c(cc3sccc32)c1=O)NC1CCCC1	-77*	.	18	-4%	2%	.	6%	13	5%	-0.1%	3%
COCC(C)N1CCC(Oc2ccc(C(=O)N3CCCC3)cc2)CC1 (configuration not stated)	6	-2	3	6%	-2%	-12%	-9%	-8	-4%	0.1%	-1%
CCOC(=O)c1c(N)sc(C(O)(C(F)(F)F)C(F)(F)F)c1-c1ccc(Cl)cc1	-6	-1	9	-2%	-2%	-2%	4%	24	.	0.3%	-3%
CCn1c(C(=O)O)c(CC(=O)Nc2cccc(C(F)(F)F)c2)c2ccccc21	-3	-3	-11	-5%	?	.	-8%	-8	-5%	0.4%	5%
COc1ccc(C(=O)Nc2nnc(-c3ccco3)s2)cc1	2	3	-5	-2%	?	-21%	-3%	-17	-18%	0.1%	5%
Cc1ccc(NC(=O)C(=O)NCCN2CCN(S(C)(=O)=O)CC2)cc1C	-15	2	2	0%	-7%	5%	-1%	12	5%	-0.3%	0%
COc1cc(/C=c2\s/c(=C\C(=O)C(C)(C)C)[nH]c2=O)cc(OC)c1OC	-6	1	.	7%	-7%	5%	-17%	-5	-7%	0.1%	2%
COCCNC(=O)/C(C#N)=C/c1ccc(OCC(=O)NC2CCCCC2)cc1	-3	2	4	-7%	-11%	0%	?	-11	0%	0.2%	0%
CS(=O)(=O)c1ccccc1-c1nnc(NC(=O)c2cccc(N3C(=O)CCC3=O)c2)o1	10	.	3	.	-8%	.	0%	8	0%	0.0%	-1%
Cc1nc2ccccn2c1/C(O)=C1\C(=O)C(=O)N(CCN2CCOCC2)C1c1cccs1 (configuration not stated)	-15	-1	-6	1%	?	9%	-11%	-14	.	-0.3%	1%
CCOc1ncccc1C(=O)OCC(=O)c1ccc(Br)s1	-7	.	-8	.	?	.	0%	12	-3%	-0.3%	-1%
CC(C)(C)OC(=O)CNC(=O)c1[nH]cnc1C(=O)NC1CCN(C(=O)OC(C)(C)C)CC1	-6	-7	-3	.	-13%	-9%	-7%	-3	15%	0.5%	-2%
C=CCOC(=O)C1=C(C)NC(C)=C(C(=O)OCC=C)C1c1ccc(O)cc1	-7	3	-16	11%	-11%	1%	10%	-7	0%	-0.1%	0%
O=S(=O)(c1ccc(Cl)cc1)c1ccccn1	21	3	1	4%	-3%	?	-1%	43[activator]	-5%	0.1%	-1%
CS(=O)(=O)c1ccc(Cl)c(NC(=O)CSc2nnc(C3CC3)n2C2CC2)c1	7	.	-13	.	?	.	0%	2	10%	-0.9%	0%
COc1cc(S(=O)(=O)N2CCN(C(=O)c3ccccc3F)CC2)c(OC)cc1NC(C)=O	2	0	-4	0%	0%	-6%	3%	0	-4%	-0.3%	-4%
COc1ccccc1N1CCN(Cc2ccc(OC)c3ccccc23)CC1	-22	-1	6	0%	0%	10%	3%	15	.	0.2%	-1%
Cc1ccc2[nH]c(O)c(N=O)c2c1	21	2	-1	.	-3%	-3%	-15%	-22	3%	2.6%	3%
O=C(CSc1n[nH]c(-c2ccco2)n1)N1c2ccccc2Sc2ccccc21	-3	5	1	6%	?	13%	0%	5	-1%	0.2%	0%

This is a random part of the collection. Share with any hit: about 2.4%.
